CHOP inhibitor: inhibitors of CHOP promoter induction, primary screen, cell-based, unfolded protein response, luciferase reporter | CHO-K1 CHOP-promoter luciferase, tunicamycin-induced, 15-18 h | inhibition, % at 10 µM | hit rate 3.8% among 220,000;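 active = compounds that reduced the stress-induced luciferase reporter signal by more than about 70% of percent inhibition, limit read from the data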;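 note: 0% = tunicamycin plus vehicle and 100% = wells without tunicamycin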
Runt-SMMHC FRET: inhibitors of RUNX1 Runt–CBFb-SMMHC binding, primary screen, biochemical, FRET, Cerulean-Runt, Venus-CBFb-SMMHC, uHTS; Runt-related transcription factor 1 (Homo sapiens) + Core-binding factor subunit beta …; hit rate 0.74% among 220,000; Cerulean-Runt/Venus-CBFb-SMMHC FRET ratio 530/480, 1 h; AID 1434, 2008; inhibition, % at 20 µM;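 active = mean inhibition across duplicate retests at 20 µM reaching about 50%, limit read from the data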;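 note: 0% = DMSO wells and 100% = wells with excess untagged CBFb-SMMHC; inhibitors lower the FRET ratio by blocking Runt binding to CBFb-SMMHC; some results filed as inactive read as strong as hits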
TRPML3 ag: human TRPML3 channel agonists, primary screen, cell-based, HEK293 TRPML3-YFP, Fluo-8 calcium fluorescence, 3 µM. 100% = the carbachol control signal. activation, % at 3 µM. hit rate 0.29% among 220,000;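 active = activation above its plate's cutoff, the mean activation of the plate's test wells plus 3 SD, cut at about 12% in these data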;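 note: 0% = DMSO only wells and 100% = carbachol wells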
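Test system – HEK293 line with stable expression of human TRPML3-YFP channel · Control set – carbachol 87 µM final as high control (100%), DMSO as low control (0%) · Signal – Fluo-8 calcium dye fluorescence, ex 470-495, em 515-575 nm · Incubation – 1-h 37 °C dye load, 5-s basal, 120-s post-compound reads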
EBV gp42 inh: Epstein-Barr virus gp42 inhibitors, primary screen, biochemical, uHTS, fluorescence polarization; Glycoprotein 42 (Epstein-Barr virus (strain AG876)), Q1HVG2; Fluorescence polarization binding assay, mP read-out; inhibition, % (tested at 21.74 µM); hit rate 0.42% among 220,000; in the data active = inhibition above about 50%
Target sequence (Q1HVG2 whole entry, looked up): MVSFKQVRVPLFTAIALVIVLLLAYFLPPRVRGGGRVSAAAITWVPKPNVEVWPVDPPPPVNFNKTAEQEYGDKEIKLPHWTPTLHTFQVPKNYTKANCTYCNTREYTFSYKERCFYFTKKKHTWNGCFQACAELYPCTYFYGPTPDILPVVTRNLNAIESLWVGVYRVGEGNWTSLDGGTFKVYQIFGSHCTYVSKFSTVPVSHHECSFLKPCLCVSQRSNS
p47phox inh: p47phox/p22phox peptide binding inhibitors, primary screen, biochemical, uHTS, NADPH oxidase regulatory subunit. fluorescence polarization, 2 h. inhibition, % at 24.7 µM. AID 1274, 2008. Neutrophil cytosol factor 1 (Homo sapiens), P14598. hit rate 0.53% among 220,000;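 active = inhibition above about 30%, limit read from the data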;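 note: 0% = p47phox with labelled peptide and 100% = labelled peptide alone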
Target sequence (P14598 whole entry, looked up): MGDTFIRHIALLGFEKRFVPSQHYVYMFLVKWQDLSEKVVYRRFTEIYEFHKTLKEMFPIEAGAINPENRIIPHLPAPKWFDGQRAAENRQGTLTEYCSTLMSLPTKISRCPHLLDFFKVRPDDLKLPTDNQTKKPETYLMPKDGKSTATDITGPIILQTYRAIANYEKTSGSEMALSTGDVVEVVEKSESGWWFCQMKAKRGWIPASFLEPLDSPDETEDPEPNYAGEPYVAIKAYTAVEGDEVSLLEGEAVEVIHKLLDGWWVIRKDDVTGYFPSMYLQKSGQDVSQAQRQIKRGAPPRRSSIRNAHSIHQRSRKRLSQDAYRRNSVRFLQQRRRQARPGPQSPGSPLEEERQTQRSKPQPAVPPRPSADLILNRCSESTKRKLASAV
PPC-1+TRAIL kill: compounds killing PPC-1 cancer cells with TRAIL present, primary screen, TRAIL potentiator project, ATPLite luminescence, uHTS; hit rate 0.41% among 220,000; PPC-1 cells + TRAIL, ATPLite viability luminescence; AID 1443, 2008; cell killing (% activity), % at 4 µM;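 active = cell killing above 50% in the first pass at 4 µM, then a duplicate retest at 5 µM averaging 50% or more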;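 note: plate controls were cells with TRAIL plus DMSO for no effect and medium-only wells lacking cells for full effect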
TRPN1 ag: zebrafish TRPN1 channel agonists, primary screen, cell-based, HEK293, calcium fluorescence. transient receptor potential cation channel N1 (TRPN1/NompC), Danio rerio. AID 1424, 2008. activation, % at 3 µM. HEK293 zebrafish TRPN1-YFP, Fluo-8 calcium fluorescence; 100% = response to 87 µM carbachol. hit rate 0.18% among 220,000;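 active = activation above its plate's cutoff, the mean activation of test wells on that plate plus 3 SD, cut at about 19% in these data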;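 note: 0% = DMSO alone and 100% = 87 µM carbachol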
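Material: zebrafish TRPN1-YFP in HEK293 cells. Doses: one dose of 3 µM, 0.3% DMSO. Incubation: dye 1 h 37 °C plus 30 min RT. Measured by: intracellular calcium fluorescence with Fluo-8.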
TNF death inh: inhibitors of TNF-alpha triggered necroptosis, primary screen, cell-based, Jurkat FADD-/-, single concentration; Jurkat FADD-/- TNF necroptosis rescue, ATP luminescence, 24 h; 0 = TNF only, 100 = no-TNF cells; activation (protection from cell death), % at 10 µM; hit rate 0.068% among 220,000;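 active = activation, meaning protection from cell death, of at least 50% relative to plate controls; inactive = activation below 50%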;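 note: necroptosis triggered by 40 ng/mL TNF-alpha added together with compound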
MDM2 E3 inh: MDM2-luciferase reporter signal enhancers, primary screen, MDM2 E3 ligase inhibitor project, cell-based, luminescence, 1536-well | E3 ubiquitin-protein ligase Mdm2 (Homo sapiens), Q00987 | signal enhancement, % at 5 µM | cell-based MDM2 ubiquitination luciferase reporter, 2 h; 0 = plate control, 100 = twice control, blank-subtracted | hit rate 0.11% among 210,000;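 active = signal enhancement of 30% or more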;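 note: luminescence tracks abundance of the self-degrading MDM2-luciferase fusion protein; higher signal means inhibition of MDM2 E3 ligase activity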
Target sequence (Q00987 whole entry, looked up, the tested form may be a part): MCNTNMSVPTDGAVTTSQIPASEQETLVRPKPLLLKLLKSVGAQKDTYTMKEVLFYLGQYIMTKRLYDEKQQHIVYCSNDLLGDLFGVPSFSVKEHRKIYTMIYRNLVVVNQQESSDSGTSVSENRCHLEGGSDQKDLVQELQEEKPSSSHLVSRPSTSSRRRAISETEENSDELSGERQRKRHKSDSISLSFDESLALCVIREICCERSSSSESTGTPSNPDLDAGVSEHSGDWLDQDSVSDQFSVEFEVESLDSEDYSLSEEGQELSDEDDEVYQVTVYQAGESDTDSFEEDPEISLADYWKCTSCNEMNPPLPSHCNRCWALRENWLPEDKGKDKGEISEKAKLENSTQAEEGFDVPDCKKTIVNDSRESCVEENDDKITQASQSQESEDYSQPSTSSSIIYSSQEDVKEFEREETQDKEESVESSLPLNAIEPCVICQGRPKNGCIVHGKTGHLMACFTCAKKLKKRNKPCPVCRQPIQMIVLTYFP
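Test system: mammalian cells stably expressing self-ubiquitinating, self-degrading MDM2 E3–luciferase fusion; Amount: 2000 cells in each well; Medium: DMEM; Schedule: 4 h settle plus 2 h compound, 37 °C; Technique: SteadyLite luciferase luminescence after 15 min room-temperature reagent incubation; Benchmarks: plate control and blank wells.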
* hit, by the source's call; . = no result given. Rows are unselected; 5.9% or so of the library scored in one or more.

SMILES	CHOP inhibitor	Runt-SMMHC FRET	TRPML3 ag	EBV gp42 inh	p47phox inh	PPC-1+TRAIL kill	TRPN1 ag	TNF death inh	MDM2 E3 inh
CC(=O)c1ccc(OCCOc2ccc(Cl)c3cccnc23)cc1	36	-5	0.2	2	-10	6	-0.4	-0.7	-1
Cc1ccc(-c2csc(=S)n2CC(=O)OCC(=O)NCc2ccc(F)cc2)cc1	29	1	0.0	-24	-21	11	-1.8	-5.3	-3
C#CCNC(=O)C1=C[C@@H](c2ccc(C(F)(F)F)cc2)C[C@@H](OCCCCO)O1	2	-1	0.7	-5	-31	-7	-0.1	1.2	.
CCCCOc1ccc(N(CC(=O)NC(C)C)C(=O)CCC(=O)Nc2ccccn2)cc1	11	-1	-0.2	-7	1	10	-0.6	-0.1	-1
COc1ccc(C)cc1N1C(=N)/C(=C2/Nc3ccccc3S2)C(c2ccccc2)C1=O (centres undefined)	98*	-7	1.3	0	-16	-1	2.1	-19	5
CCOC(=O)c1ccc(N2C(=O)C3C(/C=C/c4ccccc4)OC4(C(=O)c5ccccc5C4=O)C3C2=O)cc1 (centres undefined)	35	-2	-0.7	5	-1	55*	2.0	1.6	-11
S=C1NC2(CCCC2)N=C1c1ccccc1	-25	-4	0.8	7	-7	-2	0.5	-0.1	0
COc1cc([N+](=O)[O-])cc(/C=N/NC(=O)c2cc(-c3ccccc3)nc3ccccc23)c1O	-21	-13	-0.2	-6	-14	11	1.9	-13	-9
CC(C)OCCCN1CN(S(=O)(=O)c2cccc(Cl)c2)c2nc3ccccc3nc21	62	1	0.1	-5	-31	8	-0.7	-0.2	2
O=C(NC(=S)Nc1cccc2c(O)cccc12)c1cccc(Br)c1	32	-1	-0.3	6	-6	11	1.3	-5.3	0

At a glance, some entries already given:
SMILES	CHOP inhibitor	Runt-SMMHC FRET	TRPML3 ag	EBV gp42 inh	p47phox inh	PPC-1+TRAIL kill	TRPN1 ag	TNF death inh	MDM2 E3 inh
CC(=O)c1ccc(OCCOc2ccc(Cl)c3cccnc23)cc1	36	-5	0.2	2	-10	6	-0.4	-0.7	-1
Cc1ccc(-c2csc(=S)n2CC(=O)OCC(=O)NCc2ccc(F)cc2)cc1	29	1	0.0	-24	-21	11	-1.8	-5.3	-3
C#CCNC(=O)C1=C[C@@H](c2ccc(C(F)(F)F)cc2)C[C@@H](OCCCCO)O1	2	-1	0.7	-5	-31	-7	-0.1	1.2	.
CCCCOc1ccc(N(CC(=O)NC(C)C)C(=O)CCC(=O)Nc2ccccn2)cc1	11	-1	-0.2	-7	1	10	-0.6	-0.1	-1
COc1ccc(C)cc1N1C(=N)/C(=C2/Nc3ccccc3S2)C(c2ccccc2)C1=O (centres undefined)	98*	-7	1.3	0	-16	-1	2.1	-19	5
CCOC(=O)c1ccc(N2C(=O)C3C(/C=C/c4ccccc4)OC4(C(=O)c5ccccc5C4=O)C3C2=O)cc1 (centres undefined)	35	-2	-0.7	5	-1	55*	2.0	1.6	-11
S=C1NC2(CCCC2)N=C1c1ccccc1	-25	-4	0.8	7	-7	-2	0.5	-0.1	0
COc1cc([N+](=O)[O-])cc(/C=N/NC(=O)c2cc(-c3ccccc3)nc3ccccc23)c1O	-21	-13	-0.2	-6	-14	11	1.9	-13	-9
CC(C)OCCCN1CN(S(=O)(=O)c2cccc(Cl)c2)c2nc3ccccc3nc21	62	1	0.1	-5	-31	8	-0.7	-0.2	2
O=C(NC(=S)Nc1cccc2c(O)cccc12)c1cccc(Br)c1	32	-1	-0.3	6	-6	11	1.3	-5.3	0

Additional structures.
SMILES	CHOP inhibitor	Runt-SMMHC FRET	TRPML3 ag	EBV gp42 inh	p47phox inh	PPC-1+TRAIL kill	TRPN1 ag	TNF death inh	MDM2 E3 inh
COc1cc(O)c2c(c1)OC(c1ccc(O)cc1)CC2=O (centres undefined)	36	0	0.0	-12	-15	-24	0.2	0.4	1
CCCCNC(=O)c1onc(CCl)c1C(=O)OC	-27	-4	0.6	-9	1	16	-0.6	-11	1
O=C(O)CSc1nnc(Cn2nnc3ccccc32)n1CCc1ccccc1	39	0	-0.7	-4	-5	3	0.5	-0.1	-11
CCOC(=O)NC(=O)/C(C#N)=C\Nc1ccc(Cl)cc1Cl	10	-1	0.5	-1	-4	39	-0.1	-0.8	-8
O=[N+]([O-])c1ccc(N2CCOCC2)cc1NC(c1ccccc1)c1ccccc1	39	-6	0.3	-5	1	14	1.2	1.6	-11
CCC(CC)C(=O)N1c2ccc(F)cc2CCC1C (centres undefined)	52	3	0.5	0	-2	2	1.8	-1.6	-17
CN(C)c1ccc(/C=N/NC(=O)CCCCCNC(=O)c2ccccc2)cc1	-7	-4	-0.3	-4	-4	0	-0.1	1.8	-13
CN(C)c1ccc(NC(=O)c2cccc(N3C(=O)C4C5C=CC(C5)C4C3=O)c2)cc1 (centres undefined)	18	3	0.0	-32	-9	.	0.8	1.0	-18
Clc1cccc(Oc2ncc(CN3CCOCC3)s2)c1	-9	-1	0.0	-23	-3	12	0.3	-1.8	-8
CCc1ccc(NC(=O)CSc2nnc(-c3cccs3)n2CC)cc1	2	0	-0.6	8	3	-6	-3.1	1.7	-13
COc1ccc(CNC(=O)COc2ccc(F)cc2)cc1	8	0	-0.5	0	-4	8	-1.2	1.2	5
CSc1ccccc1C(=O)Nc1ccc2c(c1)OCO2	-3	-1	0.3	-13	-3	0	0.8	-1.5	-12
COc1ccc(S(=O)(=O)n2ccc(-c3cnc(-c4ccccc4)s3)n2)cc1	-4	2	-0.6	-7	0	9	0.5	-0.1	-8
Cc1ccccc1Nc1nc(-c2sc(NC(=O)c3ccccc3)nc2C)cs1	22	-2	0.1	-6	-36	16	0.0	-0.6	-9
Cc1cc(=O)oc2cc(OCC(=O)OCC(=O)N(CCC#N)c3ccccc3)ccc12	7	0	1.2	1	4	12	3.5	-0.3	-19
O=C(CSc1ccc(-c2ccccc2)nn1)N1CCCCC1	-1	0	0.5	-12	-12	-2	-0.5	-0.4	6
Fc1cccc(Cl)c1CSc1ccc2nnc(-c3ccccn3)n2n1	30	2	-0.2	-9	-15	1	-1.4	-1.0	13
COc1ccc(O[C@H]2C=C[C@@H](c3ccccc3)O[C@@H]2COC(=O)CC/C(C)=N/O[C@@H](C)c2cn([C@H](CO)Cc3ccccc3)nn2)cc1	16	-8	1.7	-17	0	13	3.5	2.2	.
CC(C)[C@H](NS(=O)(=O)c1ccccc1)C(=O)OCC(=O)Nc1ccccc1Sc1ccccc1	51	2	42*	11	-3	13	-3.0	1.3	16
Nc1nc2ccc(-c3nc4ccccc4o3)cc2s1	39	-8	0.8	1	-17	42	0.4	-6.2	-25
O=C(NCc1nc2ccccc2[nH]1)C1=C[C@H](c2ccc3c(c2)OCO3)C[C@H](OCCCCO)O1	8	0	-0.7	-3	4	1	-2.5	0.9	.
CCOC(=O)c1ccc(NC(=O)C2C3CCC(C3)C2C(=O)O)cc1 (centres undefined)	-10	1	0.3	-1	-15	-7	0.8	-0.7	4
Cc1oc(C(=O)Nc2ccc(C(=O)O)cc2)cc1COc1ccccc1	-2	1	1.0	-4	-13	27	-0.6	-1.1	1
CC1CCN(C(=O)/C(=C/c2ccccc2Cl)c2ccccc2)CC1	101*	1	-1.5	-7	5	11	-1.8	-3.1	0
CC(C)CCN(N=O)[C@@H](Cc1ccccc1)CN(N=O)[C@@H](Cc1ccccc1)CN(C)N=O	16	-7	-0.1	0	-7	8	-1.5	2.4	.
Cc1cccc(CNC(=O)CCc2nnc(C3CCCCC3)o2)c1	26	1	0.2	-6	-3	-1	-0.3	-1.8	-25
CC(=O)Nc1ccc(NC(=S)Nc2ccc(Br)cc2)cc1	-14	1	2.0	-3	-6	-22	2.2	1.6	-3
C(=N\Nc1ccccc1)/c1nc2ccccc2s1	5	-10	-0.1	-3	-10	32	-1.9	-8.0	-34
CC(Cc1ccccc1)C(=O)NCc1ccncc1 (centres undefined)	7	-2	0.9	-16	-2	19	1.0	1.9	.
CC1CCN(S(=O)(=O)c2cc(Cl)ccc2Br)CC1	47	-4	0.2	-12	-7	20	-1.9	-1.5	-10
O=C(CNS(=O)(=O)c1cccc(C(F)(F)F)c1)Nc1ccccc1F	-2	-1	-1.0	-16	5	10	-0.2	0.4	1
O=S(=O)(NC1CCCCC1N1CCOCC1)c1ccc(Cl)cc1 (centres undefined)	6	1	129*	-14	3	15	0.4	0.9	-21
Cn1c(=O)c2c(nc(N3CCN(c4ccccc4)CC3)n2CCCc2ccccc2)n(C)c1=O	-11	-4	1.1	0	-10	8	-0.2	-4.7	-12
C=C(C)[C@@H]1CCC2(C(=O)O)CC[C@]3(C)[C@H](CC[C@@H]4[C@@]5(C)CCC(=O)C(C)(C)[C@@H]5CC[C@]43C)[C@@H]12 (some centres undefined)	23	9	0.1	-4	-10	11	0.6	-3.3	.
CCCCCCCCS(=O)c1sc2nc3c(cc2c1N)CCCC3 (centres undefined)	49	.	-0.2	-6	-19	.	0.9	-2.6	.
Cc1cccc(OCCOc2ccc(/C=N/NC(=O)Cc3nnc(N)s3)cc2)c1	5	-8	0.3	-15	-6	2	0.3	-1.3	-13
CCN(CC)C(=O)c1cn(-c2ccccc2)nc1-c1ccc2c(c1)OCCO2	20	2	-1.1	-37	-7	14	-1.3	-0.7	-5
CC1(C)CC(=O)c2c(Cc3ccccc3)n[nH]c2C1	-3	0	0.4	-12	-6	24	0.0	18	-32

Ordered by SMILES length (low to high): part of the list above
SMILES	CHOP inhibitor	Runt-SMMHC FRET	TRPML3 ag	EBV gp42 inh	p47phox inh	PPC-1+TRAIL kill	TRPN1 ag	TNF death inh	MDM2 E3 inh
O=S(=O)(NC1CCCCC1N1CCOCC1)c1ccc(Cl)cc1 (centres undefined)	6	1	129*	-14	3	15	0.4	0.9	-21
Cc1cccc(OCCOc2ccc(/C=N/NC(=O)Cc3nnc(N)s3)cc2)c1	5	-8	0.3	-15	-6	2	0.3	-1.3	-13
C=C(C)[C@@H]1CCC2(C(=O)O)CC[C@]3(C)[C@H](CC[C@@H]4[C@@]5(C)CCC(=O)C(C)(C)[C@@H]5CC[C@]43C)[C@@H]12 (some centres undefined)	23	9	0.1	-4	-10	11	0.6	-3.3	.
